Screening results: PubChem BioAssay, National Center for Advancing Translational Sciences (NCATS)
Pol kappa inh = blocks human DNA polymerase kappa activity; Q9UBT6; purified Pol kappa, fluorescent DNA synthesis assay, 10 min; Potency, µM (doses to about 107 µM), inactives show at the top dose activity, negative = inhibition, usual class: inhibitors; 0.53% of 400,000 active; also: % is scaled to controls: 0 for no effect and ±100 for the full control effect
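Kinetic fluorescence readout at 0 and 10 min followed reaction start with substrate at 50 nM final. Beforehand, enzyme (10 nM Pol kappa) stood 15 min with compound at room temperature; buffer-only wells were negative controls.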
BLM helicase inh = blocks DNA unwinding by human BLM helicase | P54132 | recombinant BLM DNA unwinding, fluorescence dequenching | Potency, µM (series often up to 56.1 µM), for the others: at the highest dose activity change, negative = inhibition, usual class: inhibitors | 0.2% of 350,000 active;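 also: plate controls were vehicle for no effect and no enzyme for full effect; nearly all actives have a fitted effect of over 35% in size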
Pol eta inh = DNA polymerase eta (human) inhibition; Q9Y253; recombinant Pol eta, fluorescent DNA replication assay; Potency, µM (highest dose often 114 µM), inactives show at the highest dose activity change, negative = inhibition, hits mostly inhibitors; 1.2% of 390,000 active; also: % is scaled to controls: 0 for no effect and ±100 for the full control effect
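Fluorescent replication assay: 50 nM final substrate added after a 15 min room-temperature compound preincubation with 10 nM enzyme. Signal taken at 0 min and again at 10 min.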
APEX1 inh = inhibitors of human APE1 endonuclease. recombinant APE1, TAMRA/BHQ-2 abasic DNA cleavage fluorescence. 0.35% of 350,000 active. P27695. Potency, µM (highest dose often 65.8 µM), without a hit: at the highest dose activity change, negative = inhibition, hits mostly inhibitors. AID 2517;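 also: plate controls were vehicle for no effect and reference inhibitor for full effect; nearly all actives have a fitted effect of over 55% in size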
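Enzyme (0.75 nM final) and test compound are incubated 15 min at room temperature before adding 50 nM quenched THF abasic-site duplex. Cleavage dequenches TAMRA, followed at 525/598 nm over three reads one minute apart.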
JMJD2A Tudor = JMJD2A Tudor domain (human) inhibition. 4.4% of 390,000 active. O75164. Potency, µM (titrated, usually from 114 µM), for inactives: at the highest dose activity change, negative = inhibition, actives largely listed as inhibitors. AlphaScreen JMJD2A-Tudor / H3K4me3 peptide binding; also: % is scaled to controls: 0 for no effect and ±100 for the full control effect; nearly all actives have a fitted effect of over 50% in size
BAZ2B inh = blocks human BAZ2B. AID 504333. AlphaScreen BAZ2B-H3K14Ac peptide displacement. Q9UIF8. Potency, µM (doses to about 114 µM), for the others: top-dose activity change, negative = inhibition, usual class: inhibitors. 4.4% of 360,000 active; also: % is scaled to controls: 0 for no effect and ±100 for the full control effect; nearly all actives have a fitted effect of over 60% in size
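In this displacement format the biotinylated H3(5-23) peptide acetylated at Lys14 serves as ligand at 50 nM, with BAZ2B at 50 nM in PBS pH 7.4 containing 0.01% Tween-20. Donor and acceptor beads are 10 ug/mL final.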
G9a block = blocks human histone lysine methyltransferase G9a. Q96KQ7. G9a H3K9 monomethylation, AlphaScreen, 2 h. 8.8% of 350,000 active. Potency, µM (highest dose often 102 µM), without a hit: at the top dose activity, negative = inhibition, hits mostly inhibitors; also: % is scaled to controls: 0 for no effect and ±100 for the full control effect; nearly all actives have a fitted effect of over 75% in size
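Signal arises when biotinylated H3K9 peptide, once monomethylated, bridges streptavidin donor and antibody-captured acceptor beads. Enzyme at 20 nM was preincubated 15 min with test compounds; peptide 500 nM and SAM 20 uM then reacted for 2 h.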
Pol beta inh = inhibitors of human DNA polymerase beta. Pol beta primer extension/strand displacement, fluorescence kinetic. Potency, µM (titrated, usually from 114 µM), for the others: at the top dose activity change, negative = inhibition, actives largely listed as inhibitors. AID 485314. P06746. 1.3% of 340,000 active; also: % is scaled to controls: 0 for no effect and ±100 for the full control effect
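Human Pol beta at 10 nM; strand-displacement substrate 50 nM final. Compound exposure 15 min at room temperature before start, reaction 10 min at room temperature.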
Pol iota inh = inhibitors of human DNA polymerase iota; Potency, µM (highest dose often 115 µM), for inactives: at the highest dose activity, negative = inhibition, most hits filed as inhibitors; Q9UNA4; Pol iota fluorescent replication assay, 10 min; 1% of 390,000 active
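Fluorescent replication assay read twice, at 0 min and 10 min after adding 50 nM (final) substrate. Enzyme (10 nM) and compounds were first incubated 15 min at room temperature; enzyme-free buffer wells were negative controls.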
Active calls of the source: *; & = joins results of further samples; [ ] = remark or other dose. Calls follow the shape of the dose curve; as a rule, active = well fitted curve in the direction sought with a large enough effect; inconclusive = small, poorly fitted or top-dose-only effect, or another doubt; inactive = no such curve, though single readings can be large; an effect the other way counts as inactive or inconclusive. Potency is read from the fitted curve at half-maximal effect.

What do the screens show for `COc1cccc(N2C(=O)CSC23C(=O)N(CC(=O)Nc2cccc(Cl)c2)c2ccccc23)c1` (stereo not given)?
Pol kappa inh: -9%; BLM helicase inh: -7%; Pol eta inh: -21%; JMJD2A Tudor: -20%; BAZ2B inh: 1%[57.1 µM]; G9a block: inconclusive; Pol beta inh: -2%; Pol iota inh: -8%

How did O=C(Nc1cc(Cl)cc(Cl)c1)c1ccc2c(c1)N(Cc1cccc(Cl)c1)C(=O)c1ccccc1S2=O (stereo not given) do in these assays?
Pol kappa inh: 3%[60.1 µM]; BLM helicase inh: -7%; Pol eta inh: -23%; JMJD2A Tudor: -1%; BAZ2B inh: 3%; G9a block: 7%[59 µM]; Pol beta inh: -1%; Pol iota inh: -4%

How did Cc1ccc2sc(C)[n+](CCO)c2c1 do in these assays?
Pol kappa inh: -7%; BLM helicase inh: 2%; Pol eta inh: -6%; APEX1 inh: 0%; JMJD2A Tudor: -17%; G9a block: 28µM*; Pol beta inh: -1%; Pol iota inh: inconclusive

Results for Cc1c(C(=O)N2CCN(C)CC2)oc2ccc(Br)cc12 ?
Pol kappa inh: -5%; BLM helicase inh: 2%; Pol eta inh: -6%; APEX1 inh: 9%; JMJD2A Tudor: -14%; BAZ2B inh: -7%; Pol beta inh: 16%; Pol iota inh: -15%

How did Cc1c(NC(=S)NC(=O)c2ccccc2Cl)c(=O)n(-c2ccccc2)n1C do in these assays?
Pol kappa inh: 2%; BLM helicase inh: 4%; Pol eta inh: -13%; APEX1 inh: 6%; JMJD2A Tudor: -3%; BAZ2B inh: 9%; G9a block: -11%; Pol beta inh: 7%; Pol iota inh: 21%

Results for O=C(CSc1nnc(-c2ccccc2Cl)o1)N1CCCc2ccccc21 ?
Pol kappa inh: 0%; BLM helicase inh: -5%; Pol eta inh: -23%; JMJD2A Tudor: 10%; BAZ2B inh: 16%; G9a block: -25%[59 µM]; Pol beta inh: 7%; Pol iota inh: 35%[activator]

What do the screens show for `Cc1noc(/C=C/N(C)C)c1S(=O)(=O)N1CCCC(C(=O)N2CCc3ccccc32)C1` (stereo not given)?
Pol kappa inh: -7%; Pol eta inh: 4%; JMJD2A Tudor: -29%; Pol iota inh: 5%

Results for CCCCN1CC(c2nc3ccccc3n2CCCCOc2ccc(C)c(C)c2)CC1=O (stereo not given) ?
Pol kappa inh: -2%; BLM helicase inh: 1%; Pol eta inh: -14%; JMJD2A Tudor: -13%; BAZ2B inh: -12%; G9a block: -36%[59 µM]; Pol beta inh: 12%; Pol iota inh: 11%

Results for Nc1nc(SCC(=O)N2CCCCC2)[nH]c(=O)c1NC(=O)c1cccs1 ?
Pol kappa inh: 7%; BLM helicase inh: 0%; Pol eta inh: -18%; APEX1 inh: 9%; JMJD2A Tudor: inconclusive; BAZ2B inh: 6%; Pol beta inh: 29%; Pol iota inh: 92%[activator]

Results for FC(F)Oc1ccc(NC(=S)NN2CCOCC2)cc1 ?
Pol kappa inh: -14%; BLM helicase inh: 0%; Pol eta inh: 10%; APEX1 inh: 3%; JMJD2A Tudor: -15%[57.1 µM]; BAZ2B inh: 11%; G9a block: -37%[59 µM]; Pol beta inh: -1%; Pol iota inh: 19%

Results for Cc1c(Cl)c(C(=O)N2CCCCCC2)nn1C ?
Pol kappa inh: 15%; BLM helicase inh: -3%; Pol eta inh: -8%; APEX1 inh: 3%; JMJD2A Tudor: -16%; BAZ2B inh: -7%; Pol beta inh: inconclusive; Pol iota inh: 14%

How did O=C(CCn1c(=O)oc2ccccc21)Nc1ccc(C(=O)O)cc1 do in these assays?
Pol kappa inh: 2%; BLM helicase inh: 0%; Pol eta inh: -4%; APEX1 inh: 56%[activator][12.4 µM]; JMJD2A Tudor: 1%; BAZ2B inh: 7%; G9a block: 17%[59 µM]; Pol beta inh: -18%; Pol iota inh: 8%

What do the screens show for `O=C(CCS(=O)(=O)c1nc(-c2cccs2)cc(C(F)(F)F)n1)Nc1ccc(OC(F)(F)F)cc1`?
Pol kappa inh: -14%; BLM helicase inh: 0%; Pol eta inh: inconclusive; JMJD2A Tudor: -8%; BAZ2B inh: 11%; G9a block: -4%[59 µM]; Pol beta inh: 20%; Pol iota inh: inconclusive

How did Cc1ccc2c(c1)c1c3n2CCN(C(=O)c2ccc(C(F)(F)F)cc2)C3CCC1 (stereo not given) do in these assays?
Pol kappa inh: -10%; BLM helicase inh: -16%; Pol eta inh: -11%; JMJD2A Tudor: inconclusive; BAZ2B inh: 28µM*; G9a block: inconclusive; Pol beta inh: 12%; Pol iota inh: 16%

How did O=c1c2c(-c3ccc(Cl)cc3)ccnc2[nH]n1-c1ccccc1 do in these assays?
Pol kappa inh: 0%; BLM helicase inh: -2%; Pol eta inh: 7%; JMJD2A Tudor: -17%; BAZ2B inh: -11%; G9a block: 7%[59 µM]; Pol beta inh: 19%; Pol iota inh: -17%

Results for O=c1[nH]c2ccccc2c(O)c1-[n+]1ccccc1 ?
Pol kappa inh: -6%; BLM helicase inh: -4%; Pol eta inh: -10%; APEX1 inh: -1%; JMJD2A Tudor: -23%; BAZ2B inh: -4%; G9a block: inconclusive; Pol beta inh: -5%; Pol iota inh: inconclusive

How did CC1(c2ccccc2)CC(C)(C)N(C(=O)C2CCCO2)c2ccccc21 (stereo not given) do in these assays?
Pol kappa inh: -6%; BLM helicase inh: -6%; Pol eta inh: -12%; APEX1 inh: -12%; JMJD2A Tudor: -14%; BAZ2B inh: -6%; G9a block: 12%; Pol beta inh: 9%; Pol iota inh: -15%

Results for Cc1cccc(NC(=O)CCn2cnnn2)c1C ?
Pol kappa inh: -4%; BLM helicase inh: 4%; Pol eta inh: 0%; JMJD2A Tudor: -14%; BAZ2B inh: -13%; G9a block: 11%[59 µM]; Pol beta inh: 17%; Pol iota inh: -21%

What do the screens show for `CCC(C)(C)n1nnnc1C(c1ccc(OC)c(OC)c1)N1CCN(c2ccccc2)CC1` (stereo not given)?
Pol kappa inh: -5%; BLM helicase inh: -14%; Pol eta inh: -2%; APEX1 inh: -6%; JMJD2A Tudor: -19%; BAZ2B inh: -11%; G9a block: -4%[12.7 µM]; Pol beta inh: 2%; Pol iota inh: 10%

How did COCCN(Cc1cc2ccc(C)c(C)c2nc1Cl)C(=O)N1CCOCC1 do in these assays?
Pol kappa inh: 3%; BLM helicase inh: 1%; Pol eta inh: -13%; APEX1 inh: -4%; JMJD2A Tudor: -9%; BAZ2B inh: -30%; G9a block: inconclusive; Pol beta inh: 3%; Pol iota inh: 22%

Filtered by structure, the compounds so far containing a thiophene ring, fused or not (2)
Results for Nc1nc(SCC(=O)N2CCCCC2)[nH]c(=O)c1NC(=O)c1cccs1 ?
Pol kappa inh: 7%; BLM helicase inh: 0%; Pol eta inh: -18%; APEX1 inh: 9%; JMJD2A Tudor: inconclusive; BAZ2B inh: 6%; Pol beta inh: 29%; Pol iota inh: 92%[activator]

What do the screens show for `O=C(CCS(=O)(=O)c1nc(-c2cccs2)cc(C(F)(F)F)n1)Nc1ccc(OC(F)(F)F)cc1`?
Pol kappa inh: -14%; BLM helicase inh: 0%; Pol eta inh: inconclusive; JMJD2A Tudor: -8%; BAZ2B inh: 11%; G9a block: -4%[59 µM]; Pol beta inh: 20%; Pol iota inh: inconclusive

Next section:
How did C=CCC[C@H](Cc1ccc(F)cc1)C(=O)OC[C@@H](Cc1c[nH]c2ccccc12)NC(=O)[C@@H](CC=C)CC(=O)NCCO do in these assays?
Pol kappa inh: -8%; Pol eta inh: -19%; APEX1 inh: -18%; JMJD2A Tudor: inconclusive; Pol iota inh: -2%

How did CCOc1ccccc1NC(=O)c1cc(SC)ccc1Cl do in these assays?
Pol kappa inh: -4%; BLM helicase inh: -5%; Pol eta inh: -21%; APEX1 inh: -9%; JMJD2A Tudor: 74%[activator]; BAZ2B inh: 95%[activator]; G9a block: 73%[activator]; Pol beta inh: 1%; Pol iota inh: 61%[activator]

Results for CNC(=O)c1ccc(Nc2nnc(-c3ccc(O)cc3)c3ccccc23)cc1 ?
Pol kappa inh: 14%; BLM helicase inh: -4%; Pol eta inh: -22%; APEX1 inh: -11%; JMJD2A Tudor: -11%; BAZ2B inh: 7%; Pol beta inh: -22%; Pol iota inh: 9%

What do the screens show for `O=C(NC(=S)Nc1ccc(S(=O)(=O)Nc2nccs2)cc1)c1ccc(F)cc1`?
Pol kappa inh: -9%; BLM helicase inh: -3%; Pol eta inh: -9%; APEX1 inh: 0%; JMJD2A Tudor: -34%; BAZ2B inh: inconclusive; G9a block: 10µM*; Pol beta inh: 7%; Pol iota inh: 15%

What do the screens show for `O=C(NCCN1CCN(c2ccccc2F)CC1)C1CC(=O)N(C2CCCC2)C1` (stereo not given)?
Pol kappa inh: -5%; BLM helicase inh: -2%; Pol eta inh: 3%; APEX1 inh: 5%; JMJD2A Tudor: -2%; BAZ2B inh: 4%; G9a block: -4%; Pol beta inh: 7%; Pol iota inh: -17%

How did COCCn1c(SCC(=O)N2CCOCC2)nc2c(c1=O)SCC2 do in these assays?
Pol kappa inh: -8%; BLM helicase inh: 1%; Pol eta inh: -4%; APEX1 inh: -4%; JMJD2A Tudor: -32%; BAZ2B inh: -13%; G9a block: 9%; Pol beta inh: inconclusive; Pol iota inh: 20%

Results for CCc1cccc(C)c1NC(=O)C1CCCN(S(=O)(=O)c2cccc3nsnc23)C1 (stereo not given) ?
Pol kappa inh: -4%; BLM helicase inh: 0%; Pol eta inh: -16%; JMJD2A Tudor: -14%; G9a block: -42%[59 µM]; Pol beta inh: 5%; Pol iota inh: 5%

What do the screens show for `CCCCc1ccc(NC(=S)NCCN2CCOCC2)cc1`?
Pol kappa inh: 2%[60.1 µM]; BLM helicase inh: -2%; Pol eta inh: 1%; APEX1 inh: 2%; JMJD2A Tudor: -4%; BAZ2B inh: -29%; G9a block: inconclusive; Pol beta inh: 7%; Pol iota inh: 22%

Results for C/C(N)=C(/C#N)C(=O)COC(=O)c1cc(-c2ccc(Br)cc2)nc2ccccc12 ?
Pol kappa inh: 1%&-10%; BLM helicase inh: -9%; Pol eta inh: -11%&-19%; APEX1 inh: 4%; JMJD2A Tudor: -4%&-8%; BAZ2B inh: 16%; G9a block: 1.8µM*; Pol beta inh: 12%; Pol iota inh: 15%&25%

How did Cc1ncoc1C(=O)N1CCCC(C(=O)c2cccc(OC(C)C)c2)C1 (stereo not given) do in these assays?
Pol kappa inh: -18%; BLM helicase inh: 2%; Pol eta inh: -16%; APEX1 inh: 16%; JMJD2A Tudor: -12%; BAZ2B inh: -6%; Pol beta inh: 48%; Pol iota inh: 63%[activator]

Some of the compounds tested; count on the stated rates, not on these rows.
